# KCNQ1 block: human KCNQ1 channel inhibition; CHO-K1 KCNQ1, FluxOR thallium flux fluorescence; active compounds read high; B-score at 10 µM; actives 1.3% (n = 310,000);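 active means compounds whose thallium flux B-score, printed positive for inhibition, exceeds three library SD while starting fluorescence stays within three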;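 further: channel opened by potassium depolarization with thallium stimulus after 20 min compound exposure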
# Target sequence (P51787 whole entry, looked up): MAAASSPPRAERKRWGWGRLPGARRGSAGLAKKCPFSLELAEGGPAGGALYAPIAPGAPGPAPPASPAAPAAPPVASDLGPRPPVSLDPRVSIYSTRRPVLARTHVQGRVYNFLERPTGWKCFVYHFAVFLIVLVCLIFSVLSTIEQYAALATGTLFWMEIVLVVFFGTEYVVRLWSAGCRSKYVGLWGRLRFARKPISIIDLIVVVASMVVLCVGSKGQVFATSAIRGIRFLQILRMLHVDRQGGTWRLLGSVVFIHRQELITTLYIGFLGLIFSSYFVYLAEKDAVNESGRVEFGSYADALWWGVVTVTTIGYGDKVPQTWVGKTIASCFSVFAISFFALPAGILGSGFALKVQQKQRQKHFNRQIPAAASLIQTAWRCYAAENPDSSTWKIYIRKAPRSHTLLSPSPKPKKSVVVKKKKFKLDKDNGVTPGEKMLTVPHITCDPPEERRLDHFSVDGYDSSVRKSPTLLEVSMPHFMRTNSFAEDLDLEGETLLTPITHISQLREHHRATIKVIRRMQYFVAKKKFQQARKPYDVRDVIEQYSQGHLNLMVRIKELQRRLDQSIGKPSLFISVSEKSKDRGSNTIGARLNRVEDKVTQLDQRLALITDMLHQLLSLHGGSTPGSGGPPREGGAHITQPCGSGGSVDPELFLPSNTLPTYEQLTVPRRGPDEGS
# ANO1 block: blocks the mouse calcium-activated chloride channel TMEM16A. Q8BHY3. HEK293 TMEM16A/YFP iodide influx fluorescence, ionomycin. normalized B-score (activity score, 25-100; higher = stronger inhibition) at 10 µM. actives 1.2% (n = 310,000);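 active means ratio plate-corrected score three or more library SD toward inhibition, starting fluorescence score within five deviations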;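 further: score derived from kinetic fluorescence span divided by baseline fluorescence per well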
# TMEM16A act: activates or potentiates the mouse TMEM16A chloride channel | Q8BHY3 | HEK293 TMEM16A/YFP-H148Q/I152L, iodide quench fluorescence; active compounds read low | B-score at 10 µM | actives 0.3% (n = 340,000);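 active means fluorescence-ratio B-score plate-corrected deviation score at least 3 library SD below zero, with starting fluorescence score within 5 deviations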;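 further: channel opened by trigger with iodide after compound preincubation; score built on the fluorescence ratio of max minus min over baseline; more negative score means more quench and so TMEM16A activation or potentiation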
# Dyrk1A ADPGlo: blocks rat Dyrk1A kinase activity. Q63470. ADP-Glo luminescence, NFATc1 peptide. inhibition, % at 12.5 µM. actives 0.43% (n = 310,000); in the data active means inhibition above about 50%;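 further: plate controls were vehicle with enzyme for no effect and no enzyme for full effect; many of its hits are not listed in these tables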
# KCNQ1 act: human KCNQ1 channel potentiation or activation; P51787; CHO-K1 KCNQ1, thallium flux FluxOR fluorescence; active compounds read high; B-score at 10 µM; actives 0.35% (n = 310,000); AID 2648;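 active means fluorescence ratio B-score, a plate-corrected score, at least three library SD, with initial intensity B-score within 5 SD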
#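 System: CHO-K1 cells stably expressing KCNQ1 / Medium: assay buffer for compound exposure, DMSO matched across wells / Reagent: thallium- and potassium-containing depolarizing buffer / Compound: one concentration, matched DMSO / Incubation: 20 min compound pretreatment at room temperature / Measured by: kinetic FluxOR fluorescence, 10 s baseline plus 110 s post-stimulus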
# HDAC3 inhib: inhibitors of human histone deacetylase 3; O15379; recombinant HDAC3, fluorogenic peptide/trypsin coupled, fluorescence; inhibition, % at 8.3 µM; actives 0.15% (n = 320,000); in the data active means inhibition above about 26%, passing the limit was not always enough; inconclusive means no clear call, values can overlap the other calls
# hERG protect: hERG (human) protection from proarrhythmic block. CHO-hERG, FluxOR thallium flux, dofetilide IC70 present. activation (rescue from dofetilide block), less the hit threshold, % at 10 µM. actives 0.51% (n = 310,000). AID 1511;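 active means activation above the mean of controls blocked by dofetilide plus 5 SD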;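 further: thallium influx through hERG after potassium depolarization seen as dye fluorescence rise; in these data hits start at about 4.7%; inactives centre near -7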
# KCNK9 block: blocks the human KCNK9 two-pore domain potassium channel; AID 488922; Q9NPC2; HEK293 KCNK9, FluxOR thallium flux fluorescence; active compounds read low; B-score at 10 µM; actives 1.2% (n = 310,000);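 active means ratio B-score over 3 SD below the library mean, with starting fluorescence within 5 SD of its mean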;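 further: negative B-score means less thallium flux so channel inhibition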
# TRPC4 act: TRPC4 (mouse) channel activation. Q9QUQ5. HEK293 TRPC4beta/mu-opioid, Fluo4 calcium fluorescence; active compounds read high. B-score at 10 µM. actives 0.49% (n = 310,000). AID 2237;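 active means B-score above 5 SD of library B-scores, and initial fluorescence ratio not above library mean plus 5 SD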;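 further: positive B-score marks a calcium rise read as TRPC4 activation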
#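 Assay system – TRPC4beta and mu-opioid receptor HEK293 stable cells · Measured by – Fluo4 fluorescence, kinetic · Schedule – dye loading 45 min room temperature, 110 s kinetic read · Read-out – B-scored integrated calcium fluorescence ratio · Controls – buffer and maximal DAMGO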
# TRPC4 potent: allosteric potentiators of mouse TRPC4 channel; AID 2227; B-score at 10 µM; actives 0.42% (n = 310,000); HEK293 TRPC4beta/mu-opioid, DAMGO EC20, Fluo-4 Ca2+ flux; active compounds read high; Q9QUQ5;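 active means B-score of calcium response area above 5 SD of library B-scores, with initial fluorescence ratio within 5 SD of library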;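 further: B-score of integrated fluorescence ratio over time as area under calcium response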
# KCNK3 block: human KCNK3 channel inhibition, primary screen; O14649; CHO-KCNK3 thallium flux, FluxOR fluorescence; active compounds read low; B-score at 10 µM; actives 0.84% (n = 340,000); AID 602410;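 active means B-score under library mean minus 4 SD, starting fluorescence ratio at most library mean plus 5 SD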;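 further: more negative B-score means stronger inhibition of thallium flux through KCNK3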
# Target sequence (O14649 whole entry, looked up): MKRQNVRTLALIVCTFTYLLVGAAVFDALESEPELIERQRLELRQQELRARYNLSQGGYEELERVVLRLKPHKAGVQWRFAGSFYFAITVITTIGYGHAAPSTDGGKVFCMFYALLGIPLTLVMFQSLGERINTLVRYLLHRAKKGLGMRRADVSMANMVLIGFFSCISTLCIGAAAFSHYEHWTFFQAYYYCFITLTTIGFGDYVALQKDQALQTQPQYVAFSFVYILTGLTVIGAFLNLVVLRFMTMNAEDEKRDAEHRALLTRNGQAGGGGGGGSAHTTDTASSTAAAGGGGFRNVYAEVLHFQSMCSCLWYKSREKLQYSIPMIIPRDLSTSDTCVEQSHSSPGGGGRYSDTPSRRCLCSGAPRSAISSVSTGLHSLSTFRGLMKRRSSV
# * = called active by the depositor; i = inactive; ? = inconclusive; · = no result given. An excerpt. The share of hits here may be higher or lower than overall.
SMILES,KCNK9 block,TMEM16A act,HDAC3 inhib,ANO1 block,KCNK3 block,KCNQ1 block,TRPC4 potent,TRPC4 act,hERG protect,KCNQ1 act,Dyrk1A ADPGlo
CSc1ncc(CN2CCCC(C(=O)c3ccc(C(C)(C)C)cc3)C2)cn1 (stereo not given),i,i,7,i,i,i,i,i,-13,i,-2
Cc1cc(CNC(=O)Cc2ccccc2)c2ccccc2n1,i,i,1,i,i,i,i,i,2,i,21
COc1cc(C(=O)NCCC(=O)NCCCN2CCCCC2C)cc(OC)c1OC (stereo not given),i,i,-1,i,i,i,i,i,-8,i,10
N/C(=N\OC(=O)CC1CCCCC1)c1ccc(Cl)cc1,i,i,3,i,i,i,i,i,-9,i,·
Cc1ccc(NC(=O)CCC(=O)OCC(=O)c2ccc(Oc3ccc([N+](=O)[O-])cc3)cc2)c(C)c1,i,i,6,i,i,i,i,i,-11,i,9
CC(C)(C)C(O)(CC#CCN1CCCC1)c1ccccc1 (stereo not given),i,i,-2,i,i,i,i,i,-14,i,2
CCOC(=O)c1cnn(Cc2ccc(C)cc2)c1N,i,i,2,i,i,i,i,i,-9,i,5
Cn1c(N)c(C(=O)CSc2nnnn2-c2ccccc2)c(=O)n(C)c1=O,i,i,·,i,i,i,i,i,-9,i,-1
CN(CC(=O)Nc1ccc(F)c(F)c1F)C(=O)C1=COCCO1,i,i,3,i,i,i,i,i,-6,i,-4
COc1ccc(Cl)cc1N1CC(c2nc3ccccc3[nH]2)CC1=O (stereo not given),i,i,-3,i,i,i,i,i,-4,i,1
O=S(=O)(c1ccc(OCC(O)CN2CCC(Cc3ccccc3)CC2)cc1)N1CCOCC1 (stereo not given),i,i,-7,i,i,i,i,i,-4,i,-9
COc1cc(OC)nc(Oc2ccccc2C(=O)Oc2ccc(Cl)cc2)n1,-9*,i,-1,i,i,i,i,i,1,i,-3
O=C(COc1ccc2c3c(c(=O)oc2c1)CCC3)Nc1ccc(CN2CCOCC2)cc1,i,i,-2,i,i,i,i,i,-9,i,-3
COc1ccccc1C(CNC(=O)c1cccc(S(=O)(=O)Nc2ccc(C)cc2)c1)N(C)C (stereo not given),i,i,3,i,i,i,i,i,-10,i,3
CCC(C(=O)Nc1ccccc1Cl)n1nc(C)c2c(C)n(-c3ccccc3)nc2c1=O (stereo not given),i,i,6,i,i,i,i,i,-7,i,0
Cc1cc(NC(=O)CN2C(=O)NC(C)(CCc3ccccc3)C2=O)no1 (stereo not given),i,i,-2,i,i,i,i,i,-7,i,-4
Cc1ccccc1NC(=S)NC1(C)CCS(=O)(=O)C1 (stereo not given),i,i,-5,i,i,i,i,i,-10,i,-1
Cc1cc(SCC(=O)OCC(=O)c2c(N)n(C)c(=O)n(C)c2=O)c(C)cc1Br,i,i,11,i,i,i,i,i,-11,i,·
O=C(O)c1ccc(/C=N/NC(=O)c2cc(-c3ccc4c5c(cccc35)CC4)n[nH]2)cc1,i,i,9,i,i,i,i,i,-10,i,0
COc1cccc(NC(=O)N2CCCC(C(=O)NC3CCCCC3C)C2)c1 (stereo not given),i,i,-11,i,i,i,i,i,-8,i,-7
CC(=O)c1ccc(NS(=O)(=O)c2ccc(N/C=C/C(=O)c3ccc(F)cc3)cc2)cc1,i,i,3,i,i,i,i,i,-8,i,3
CCOc1ccc(/C=N/NC(=O)c2[nH]ncc2Br)c(O)c1,i,i,7,i,i,i,i,i,-10,i,4
CC1CCc2cc(F)ccc2N1C(=O)CSc1nnc2c(n1)[nH]c1ccccc12 (stereo not given),i,i,-3,i,i,i,i,i,-17,i,-6
CC(=O)NC(CCCCNC(=S)NC1CCCCC1)C(=O)O (stereo not given),i,i,4,i,i,i,i,i,-5,i,-4
CCC(C(=O)NC1CCCCCC1)n1nc(C)n2c(cc3occc32)c1=O (stereo not given),i,i,-2,i,i,i,i,i,-5,i,-4

# Retrieved one by one from the entries so far, 2 records:
SMILES,KCNK9 block,TMEM16A act,HDAC3 inhib,ANO1 block,KCNK3 block,KCNQ1 block,TRPC4 potent,TRPC4 act,hERG protect,KCNQ1 act,Dyrk1A ADPGlo
O=C(O)c1ccc(/C=N/NC(=O)c2cc(-c3ccc4c5c(cccc35)CC4)n[nH]2)cc1,i,i,9,i,i,i,i,i,-10,i,0
COc1cccc(NC(=O)N2CCCC(C(=O)NC3CCCCC3C)C2)c1 (stereo not given),i,i,-11,i,i,i,i,i,-8,i,-7

# Next part
SMILES,KCNK9 block,TMEM16A act,HDAC3 inhib,ANO1 block,KCNK3 block,KCNQ1 block,TRPC4 potent,TRPC4 act,hERG protect,KCNQ1 act,Dyrk1A ADPGlo
Cc1ccccc1C(=O)Nc1ccc(C(=O)N/N=C/c2ccccn2)cc1,i,i,-19,i,i,i,i,i,-11,i,1
Nc1nnc(SCC(=O)Nc2cccc(S(=O)(=O)N3CCOCC3)c2)s1,i,i,6,i,i,i,i,i,-10,i,-5
Clc1ccc(OCCCc2nc(-c3ccncc3)no2)c(Cl)c1,i,i,5,i,i,i,i,i,-8,i,18
Fc1cccc(/C=N/N=C/c2cccc(F)c2)c1,i,i,5,i,i,i,i,i,-3,i,5
CN(Cc1ccccc1)c1ccc(C(CC(N)=O)NC(=O)c2ccccc2)cc1[N+](=O)[O-] (stereo not given),i,i,5,i,i,i,i,i,-9,i,·
COc1ccc(OC)c(S(=O)(=O)N2CCN(Cc3ccccc3)CC2)c1,i,i,-5,i,i,i,i,i,-11,i,·
CC/C(=N\O)c1c(O)c2c(n(-c3ccccc3)c1=O)CCCC2,i,i,-3,i,i,i,i,i,-5,i,1
O=C(COC(=O)c1ccc(Cl)cc1O)Nc1cccnc1Cl,i,i,-7,i,i,i,i,i,-21,i,-6
Cc1ccc(NC(CNS(=O)(=O)c2ccc(Cl)cc2)c2ccccc2)cc1 (stereo not given),i,i,?,i,i,i,i,i,-8,i,-3
O=C(O/N=C(\c1ccccc1)c1ccccn1)c1cccc2ccccc12,i,i,20,i,i,i,i,i,-10,i,4
COc1ccc(Br)cc1C1CC(=O)N2CN(Cc3ccccc3)CSC2=C1C#N (stereo not given),i,i,32*,i,i,i,i,i,-12,i,4
O=C(CN1C(=O)NC2(CCCC2)C1=O)Nc1ccc(OC(F)(F)F)cc1,i,i,9,i,i,i,i,i,-5,i,-6
Cc1cc(C)c(S(=O)(=O)Nc2ccc3[nH]c(=O)[nH]c3c2)c(C)c1,i,i,2,i,i,i,i,i,-14,i,-3
COc1cc2ccccc2cc1C(=O)N/N=C/c1cccnc1,i,i,1,i,i,i,i,i,-8,i,-3
COC(=O)C(CCSC)NC(=O)c1cc2c(n(-c3ccccc3)c1=O)CC(C)(C)CC2=O (stereo not given),i,i,-4,i,i,i,i,i,-2,i,1
COc1ccc(NC(=O)NNC(=O)c2cc3ccccc3cc2O)cc1,i,i,-3,i,i,i,i,i,1,i,-1
CCOC(=O)c1ccc(N2CCN(c3ccccc3F)CC2)c(NC(=O)Nc2cccc(OC)c2)c1,i,i,-9,i,i,7*,i,i,-13,i,2
Cc1ccccc1SCC(=O)OCC(=O)NCCNC(=O)COC(=O)CSc1ccccc1C,i,i,·,i,i,i,i,i,-10,i,-4
Cc1ccc(C(=O)N/C(=C\c2cccs2)C(=O)NCCc2ccccn2)cc1C,i,i,4,i,i,i,i,i,-11,i,-2
CC(C)OCCCNC(=O)c1ccncc1,i,i,8,i,i,i,i,i,-12,i,-6
CCCNC(=O)c1ccc(N2CCC3(CC2)CC(c2cccc(Br)c2)=NO3)c(NC(=O)c2ccccc2)c1,i,i,4,i,i,i,i,i,-10,i,3
COc1cccc(CN2CCN(CCc3ccccc3)C(CCO)C2)c1OC (stereo not given),i,i,·,i,i,i,i,i,-11,i,1
COc1ccccc1-n1c(SCC(=O)Nc2cc(C)on2)nc2c(c1=O)SCC2,i,i,-5,i,i,i,i,i,-6,i,-7
Cc1ccc(-c2nc3ccccc3s2)cc1NC(=S)NC(=O)c1cccc2ccccc12,i,i,-1,i,i,i,i,i,-4,i,4
COc1cc(C(=O)NCc2ccc3c(c2)OCO3)c([N+](=O)[O-])cc1OC,i,i,-7,i,i,i,i,i,-2,i,·
O=C(Nc1ccccc1F)c1ccco1,i,i,-1,i,i,i,i,i,-1,i,2
CN(C)CCOC(=O)COc1ccc(Cl)cc1,·,i,3,i,i,·,·,·,·,·,-6
CCOc1ccc(NC(=S)N(CCCN2CCOCC2)Cc2cn(C)c3ccccc23)cc1,i,i,-1,i,i,i,i,i,-12,i,-3
CCCn1nc(C(=O)OCC(=O)Nc2ncc(Cl)c(C)c2Cl)c2ccccc2c1=O,i,i,0,i,i,i,i,i,-6,i,2
O=C(Cc1c(F)cccc1Cl)NC1CCN(Cc2ccccc2)CC1,i,i,-8,i,i,i,i,i,-3,i,·
CC(C)Cc1nnc(NC(=O)c2cc(-c3ccccc3)nc3ccccc23)s1,i,i,8,i,i,6*,i,i,-30,i,0
CCOC(=O)Cc1c(C)nc(Cc2ccc(OC(C)C)cc2)[nH]c1=O,i,i,0,i,i,i,i,i,-8,i,·
CCc1cc(=O)oc2cc(C)cc(OC(C)C(=O)O)c12 (stereo not given),i,i,-36,i,i,i,i,i,-6,i,4
Cc1cccc(C)c1Nc1nnc(SCC(=O)NCc2cccs2)s1,i,i,?,i,i,i,i,i,-4,i,-2
CNc1oc(-c2ccccc2)nc1C#N,i,i,-44,i,i,i,i,i,-8,i,11
Cc1ccsc1C(=O)N1CCCC(CCC(=O)NCc2ccccc2F)C1 (stereo not given),i,i,-1,i,i,i,i,i,-13,i,·
CC(=O)Nc1ccc(S(=O)(=O)N2CCCN(S(=O)(=O)c3ccc(C)cc3)CC2)cc1,i,i,3,i,i,i,i,i,-9,i,6

# Looked up above.
# COc1ccc(NC(=O)NNC(=O)c2cc3ccccc3cc2O)cc1 | hERG protect = 1
# Cc1cccc(C)c1Nc1nnc(SCC(=O)NCc2cccs2)s1 | hERG protect = -4

# Bioassay records deposited in PubChem BioAssay by several laboratories.
